TEAD-YAP block – TEAD-YAP interaction inhibition | HEK-TIYL cells, TEAD-Gal4/YAP UAS-luciferase luminescence | inhibition, % at 9.12 µM | 640,000 tested, 1.4% active | AID 1259422; in the data active means inhibition above about 32%;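 further: 0% = median of test compound wells and 100% = reference inhibitor wells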
MITF inh – inhibitors of human MITF | O75030 | AlphaScreen MITF homodimerization, bead proximity signal | inhibition, % at 2.6 µM | 650,000 tested, 0.91% active | AID 1259374; in the data active means inhibition above about 50%;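 further: 0% = vehicle wells with protein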
FBW7 activator – activators of human E3 ligase FBW7; AlphaScreen FBW7–phospho-cyclin E peptide binding, activator screen; normalized activity (activation), % at 26.1 µM; AID 1259310; 650,000 tested, 0.13% active; Q969H0; in the data active means normalized activity above about 1.9%;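 further: purified mutant Fbw7 with reduced substrate affinity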
Target sequence (Q969H0 whole entry, looked up): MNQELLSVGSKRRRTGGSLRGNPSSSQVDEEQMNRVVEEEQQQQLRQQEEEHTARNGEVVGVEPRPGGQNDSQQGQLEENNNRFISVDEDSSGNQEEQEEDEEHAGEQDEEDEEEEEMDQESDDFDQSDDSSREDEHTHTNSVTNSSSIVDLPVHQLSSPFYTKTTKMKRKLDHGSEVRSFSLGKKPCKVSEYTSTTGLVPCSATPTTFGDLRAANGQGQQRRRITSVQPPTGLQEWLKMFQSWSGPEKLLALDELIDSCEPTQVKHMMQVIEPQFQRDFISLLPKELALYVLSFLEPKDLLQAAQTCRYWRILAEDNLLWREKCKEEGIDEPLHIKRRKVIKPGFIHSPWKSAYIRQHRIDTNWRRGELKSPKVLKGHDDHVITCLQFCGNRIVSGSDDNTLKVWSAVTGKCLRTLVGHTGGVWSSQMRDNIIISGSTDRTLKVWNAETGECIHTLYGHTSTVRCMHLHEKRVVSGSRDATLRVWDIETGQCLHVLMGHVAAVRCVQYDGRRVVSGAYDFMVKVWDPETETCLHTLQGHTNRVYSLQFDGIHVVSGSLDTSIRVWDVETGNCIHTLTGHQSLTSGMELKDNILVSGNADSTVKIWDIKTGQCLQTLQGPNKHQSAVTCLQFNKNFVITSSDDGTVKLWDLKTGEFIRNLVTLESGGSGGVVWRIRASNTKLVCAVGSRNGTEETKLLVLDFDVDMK
GPR151 ag – human GPR151 activation | AID 1508602 | Q8TDV0 | PathHunter beta-arrestin GPR151 cells, luminescence | activation, % at 11.2 µM | 650,000 tested, 1% active; in the data active means activation above about 4.9%;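 further: 0% = median of compound wells and 100% = cells with positive control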
Target sequence (Q8TDV0 whole entry, looked up): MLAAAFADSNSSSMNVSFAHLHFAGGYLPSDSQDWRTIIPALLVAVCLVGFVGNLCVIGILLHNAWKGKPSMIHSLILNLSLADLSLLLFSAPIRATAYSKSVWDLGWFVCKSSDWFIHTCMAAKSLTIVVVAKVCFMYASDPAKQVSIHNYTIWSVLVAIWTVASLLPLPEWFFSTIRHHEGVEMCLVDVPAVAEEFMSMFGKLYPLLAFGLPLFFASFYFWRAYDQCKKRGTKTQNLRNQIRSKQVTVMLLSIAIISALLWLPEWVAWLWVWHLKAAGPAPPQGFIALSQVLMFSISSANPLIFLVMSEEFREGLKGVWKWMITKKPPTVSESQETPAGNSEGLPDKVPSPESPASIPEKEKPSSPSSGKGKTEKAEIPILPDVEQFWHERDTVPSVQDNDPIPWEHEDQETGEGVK
Starred values were filed as active, the others as inactive; & = joins results of further samples.

SMILES	TEAD-YAP block	MITF inh	FBW7 activator	GPR151 ag
COC(=O)C1=CN(C2CC2)C=C(C(=O)OC)C1c1cccs1	-5	-13	-0.1	-1.4
CCOC(=O)c1c(-c2ccc(OC)cc2)oc2ccc(OCc3ccc(C)cc3)cc12	1	13	0.0	-0.6
COc1cc(C(=O)NNC2=NC(C)(C)Cc3cc(C)c(C)cc32)cc(OC)c1OC	-3	2	-0.1	1.2
CC(=O)Nc1ccc(N2C(=O)c3cc4ccccc4cc3C2=O)cc1	1	-9	-0.1	0.4
O=C(N/N=C/C1CC=CCC1)c1ccccc1 (stereo unspecified)	-45	12	-0.1	-1.6
COC(=O)c1cc(-c2ccc(F)cc2)no1	-1	2	0.0	-1.0
CCOc1ccc2nc(NC(=O)C3CC3)sc2c1	-50	18	0.2	-1.5
COc1ccc(CCNC(=O)C(=O)NCc2cccnc2)cc1OC	-5	-4	0.0	-0.7
CCOc1ccc(S(=O)(=O)N2CCN(c3cccc(Cl)c3)CC2)c2cccnc12	-7	-3	-0.1	2.5
COc1cc(C(=S)N2CCOCC2)cc(I)c1O	-2	-18	0.1	2.3
COc1ccccc1N1CCN(S(=O)(=O)c2ccc(Cl)c(C)c2)CC1	1	-6	0.0	1.0
C/C(CC(=O)Nc1ccc2c(c1)OCCO2)=N\NC(=O)Cc1cccc2ccccc12	9	11	-0.1	-0.2
Cc1c(NC(=O)c2ccccc2)cccc1-c1nc2cccnc2s1	-5	14	0.0	-0.8
Cn1c(=O)c2c(nc(N3CCN(CCO)CC3)n2CCCc2ccccc2)n(C)c1=O	2	1	-0.1	-1.1
O=C(Nc1ccc(F)c(F)c1)C1CCN(S(=O)(=O)c2cnc[nH]2)CC1	3	12	0.0	0.2
CCOc1cccc2c1N(C(C)=O)C(C)(C)C(=S)C2=C1SC(C(=O)OC)=C(C(=O)OC)S1	17	4	0.6	0.5
CCCCNC(=O)CSc1nc2ccc([N+](=O)[O-])cc2s1	0	5	-0.2	-1.0
CN(/N=C/c1ccc2c(c1)OCO2)c1ccccc1	-10	11	0.0	0.6
C[C@@H]1CN(Cc2ccc3c(c2)CN(C(=O)CCCn2cncn2)CCO3)C[C@H](C)O1	1	20	0.8	-0.6
Cc1ccccc1NC(=S)N1CCC(NC(=O)C2CC2)CC1	-5	-11	-0.1	-0.6
COc1ccc(N2CCN(C(=O)C3=C(C)C(=O)OC34CCCCC4)CC2)cc1	-1	20	0.6	0.9
COc1ccc(C2(C(=O)Nc3cc(C)ccc3OC)CCOCC2)cc1	4	8	-0.2	0.4
CC(C)(C)C(=O)CSc1nnc(-c2ccccc2)o1	-35	-7	0.1	1.4
CCOC(=O)c1c(C)n(-c2ccccc2)c2ccc(OC(=O)c3ccccc3C)cc12	3	-13	0.0	0.0
CC(=O)OCCCNc1cc(Sc2ccc([N+](=O)[O-])cc2)c2nonc2c1[N+](=O)[O-]	3	8	-0.1	0.7
C=CCOc1c(Br)cc(/C=C(\C#N)C(N)=O)cc1OC	0	17	0.0	1.6
CCOc1cccc2c1OC1(C)C(C(=O)Nc3ccc(Cl)cc3)C2NC(=S)N1c1cccc(Br)c1 (stereo unspecified)	-1	11	0.0	-0.1
O=C(O)CC1S/C(=N/N=C/c2ccc(OCc3ccccc3F)cc2)NC1=O (stereo unspecified)	-3	3	0.0	-1.6
CN(C)N1C(N)=C(C#N)C(c2ccc3ccccc3c2)C2=C1CCCC2=O (stereo unspecified)	2	1	0.0	5.9*
Cc1cc(Nc2c(C)cccc2C)n2nc(C)nc2n1	-14	-9	-0.1	-0.5

In a second layout: results already given.
SMILES | TEAD-YAP block | MITF inh | FBW7 activator | GPR151 ag
CCOC(=O)c1c(C)n(-c2ccccc2)c2ccc(OC(=O)c3ccccc3C)cc12 | 3 | -13 | 0.0 | 0.0
CC(=O)OCCCNc1cc(Sc2ccc([N+](=O)[O-])cc2)c2nonc2c1[N+](=O)[O-] | 3 | 8 | -0.1 | 0.7

Next compounds
SMILES	TEAD-YAP block	MITF inh	FBW7 activator	GPR151 ag
O=C(NCc1csc(-c2cccs2)n1)Nc1ccc(F)cc1F	12	10	0.3	-1.4
COc1nc(SC)nnc1C	-9	-6	-0.2	-0.7
Cc1ccc(C)c(CSCC2Nc3ccc(C(=O)NCCc4ccccc4)cc3NC2=O)c1 (stereo unspecified)	1	10	0.8	-1.4
CN1CCN(Cn2nc(-c3ccccc3)oc2=S)CC1	-3	-4	0.0	-2.0
Cc1ccc(OCC(O)C(C)NC(C)C)c2c1CCC2 (stereo unspecified)	14	3&-9	0.0&-0.1	0.0&-0.8
O=C(COC(=O)c1ccccc1O)c1ccc(Br)s1	1	-2	0.0	-0.1
CCOC(=O)c1c(NC(=O)CNCc2ccccc2)sc2c1CCC(C)C2 (stereo unspecified)	14	11	0.3	0.8
COc1cccc(C2CC(c3cccs3)=NN2C(=O)CSc2nnc(CNC(=O)c3cccs3)n2-c2cccc(C)c2C)c1OC (stereo unspecified)	-11	11	0.1	0.9
O=C1NC(=O)c2cc(NC(=O)c3sc4ccccc4c3Cl)ccc21	2	-11	0.1	0.7
O=C(CCCCCn1c(=S)[nH]c2ccc(Br)cc2c1=O)NC1CCCC1	-8	-5	-0.2	-0.6
O=C(CCC1CCCC1)Nc1ccc(S(=O)(=O)N2CCOCC2)cc1	10	7	0.3	-1.0
O=C(NC1CCCCC1)N1CCC(O)(c2ccc3c(c2)OCO3)CC1	-32	-2	0.0	1.0
CCCC(=O)Nc1nnc(-c2ccc3c(c2)CCCC3)o1	-29	9	0.1	-1.6
COc1ccc(C=Nc2cccc(C(N)=O)c2)cc1OC	3	-1	0.0	0.5
CC(C)c1ccc(NC(=O)C(=O)NCC2CCCO2)cc1 (stereo unspecified)	-55	-11	0.1	-0.2
Cc1cc(I)ccc1Nc1nc(NC2CCCCC2)nc(N2CCCC2)n1	2	-7	0.1	1.5
CC(C)(C)OC(=O)N1CCC[C@@H](C(=O)c2cccnc2)C1	1	7	0.0	0.2
O=C(Cn1c(=O)oc2cc(S(=O)(=O)N3CCCCC3)ccc21)Nc1ccccn1	-2	-4	0.0	-0.2
CCOC(=O)c1ccc(NC(=O)NCc2noc3ccccc23)cc1	-13	2	-0.1	-0.7
O=C(CCN1C(=O)c2ccccc2C1=O)N1CCN(c2cccc(Cl)c2)CC1	-6	3	0.0	-0.1
O=C(NCc1ccccc1)c1coc2nc3ccccc3nc12	1	0	-0.2	-3.8
O=C1c2ccccc2C(=O)N1CCCc1nc2c3c4c(sc3ncn2n1)CCCCC4	10	4	-0.1	1.6
COCCSc1ccccc1C(=O)Nc1nc2ccc(S(C)(=O)=O)cc2s1	4	-8	0.0	-0.3
COc1cccc(OC)c1OCCN1CCN(C)CC1	-4	23	-0.2	1.6
Cc1cc(C)c(CN2CCc3nnc(CNC(=O)C4CCC(=O)N4)n3CC2)cc1C (stereo unspecified)	-2	2	0.0	1.1
CC(=O)Nc1ccc(NC(=O)CSc2nnc(-c3ccccc3)n2C)cc1	0	9	0.7	-0.1
COc1ccc(-c2nc3scc(CCNC(=O)Cc4ccc(Cl)cc4)n3n2)cc1	9	-3	-0.1	2.6
FC(F)(F)C1CC(c2cccs2)Nc2ncnn21 (stereo unspecified)	-10	1	0.1	1.8
Cc1cc(/C=C(/C#N)C(=O)NCc2ccccc2)c(C)n1-c1cccnc1	-17	-7	-0.3	0.4
O=C(Cc1ccc(F)cc1)N1CC[C@@H]2[C@H](CCCN2C(=O)c2cc(=O)c3ccccc3o2)C1	6	12	0.2	-0.3
CCC(CC)NC(=O)C(CC)c1ccccc1 (stereo unspecified)	7	2	0.1	0.5
CCCc1oc2c(c(=O)c1CC)C(=O)CC(C)(C)C2	1	11	0.0	-0.7
N#Cc1c(NC(=O)CCc2ccccc2)sc2c1CCCCCC2	0	-12	0.0	0.0
CCC1(C2CCN(C(=O)c3sccc3C)CC2)NC(=O)N(Cc2ccccn2)C1=O (stereo unspecified)	-5	15	0.2	0.2
CC(C)(C)OC(=O)N/N=C/c1cc(Cl)cc([N+](=O)[O-])c1O	-22	-3	0.0	-0.8
O=C1CCC(CCC(=O)N2CCCC(OCc3ccccc3)C2)(Cc2ccccc2)N1 (stereo unspecified)	-25	7	0.4	-2.4
CCc1nc(Nc2nc3ccccc3o2)nc2c1CCCC2	-32	-6	0.0	-0.6
COc1ccc(C(=O)NNC(=S)NCC(C)C)c(OC)c1	-2	14	0.2	-0.9
COC(=O)c1cc(S(=O)(=O)N2CCCN(Cc3ccc(F)cc3)C2)cn1C	-2	0	-0.2	-0.8
CCCN(CCC)CCCNS(=O)(=O)c1cccc2nsnc12	-1	1	0.1	-1.3
Cc1c(C(=O)N2CCN(C)CC2)cccc1[N+](=O)[O-]	1	-4	0.0	0.1
COc1cc(C(=O)NCC(=O)N/N=C/c2ccc([N+](=O)[O-])o2)cc(OC)c1OC	13	2	-0.1	-1.3
Clc1ccccc1C1C=C(c2ccc(I)cc2)Nc2nnnn21 (stereo unspecified)	4	4	0.1	13*
COc1cc(NC(=O)CCCNC(=O)Cn2cnc3sc(C)c(C)c3c2=O)cc(OC)c1OC	3	15	0.1	-1.6
COc1cc([N+](=O)[O-])ccc1NC(=O)N1CCCc2ccccc21	18	-1	0.0	0.5

Full records, quoted from the list. Screens in order: TEAD-YAP block | MITF inh | FBW7 activator | GPR151 ag
CCCN(CCC)CCCNS(=O)(=O)c1cccc2nsnc12 in the list: -1 | 1 | 0.1 | -1.3
COc1cc(C(=O)NCC(=O)N/N=C/c2ccc([N+](=O)[O-])o2)cc(OC)c1OC in the list: 13 | 2 | -0.1 | -1.3
N#Cc1c(NC(=O)CCc2ccccc2)sc2c1CCCCCC2 in the list: 0 | -12 | 0.0 | 0.0
COc1ccc(C(=O)NNC(=S)NCC(C)C)c(OC)c1 in the list: -2 | 14 | 0.2 | -0.9
COc1cc([N+](=O)[O-])ccc1NC(=O)N1CCCc2ccccc21 in the list: 18 | -1 | 0.0 | 0.5

(list continues)
SMILES	TEAD-YAP block	MITF inh	FBW7 activator	GPR151 ag
COc1ccc(-c2csc(NC(=O)c3cccc4ccccc34)n2)cc1OC	0	-2	0.0	0.2
CCC(C)NC(=O)CN(C)S(=O)(=O)c1ccc2c(c1)c(=O)n(C)c(=O)n2C (stereo unspecified)	-5	-3	-0.1	0.3
O=C1NC(=S)N(c2ccc(Cl)cc2)C(=O)/C1=C\c1ccoc1	10	34	-0.1	-2.2
O=[N+]([O-])c1c(NCCCO)cc(NCc2ccccc2Cl)c2nonc12	-32	-6	-0.1	-1.0
NC(=O)c1oc2ccccc2c1NC(=O)c1ccc(S(=O)(=O)N2CCCC2)cc1	11	0	-0.2	-1.9
CC1CC(C)CN(C(=O)c2c[nH]c3ccc(S(=O)(=O)N4CCCCC4c4cccnc4)cc3c2=O)C1 (stereo unspecified)	0	-12	0.1	2.6
COc1cccc(NC(=O)c2coc(=O)c3ccccc23)c1	-13	17	0.5	0.9
CCCc1nnsc1C(=O)Nc1cccc2ccc(-n3cccc3)nc12	-6	-2	-0.2	1.2
Cc1nc(N2CC(C)OC(C)C2)c2nnn(Cc3c(F)cccc3Cl)c2n1 (stereo unspecified)	-3	-7	-0.1	0.2
CCS(=O)(=O)N(Cc1cccs1)Cc1cccn1C	5	1	-0.3	3.2
COc1ccc(NC(=O)N2CCCC(C(=O)NC3CCCCC3)C2)cc1 (stereo unspecified)	-9	-6	-0.1	-1.2
CCCCC(O)(CCCC)C(=O)NN(C(=O)c1cccnc1Cl)c1ccccc1	13	1	0.2	-1.0
O=C(Nc1ccc(S(=O)(=O)c2ccc(NC(=O)c3ccccc3F)cc2)cc1)c1ccccc1F	-3	12	0.2	-0.1
CC1Sc2cc(S(=O)(=O)CCC(=O)Nc3ccc(Cl)cc3F)ccc2NC1=O (stereo unspecified)	6	14	0.4	-0.1
Cc1ccc(S(=O)(=O)N2CCCCC2CC(=O)Nc2ccc(N(C)C)cc2)cc1 (stereo unspecified)	5	9	-0.1	0.1

Fetched by compound from above (4):
SMILES	TEAD-YAP block	MITF inh	FBW7 activator	GPR151 ag
COc1ccc(NC(=O)N2CCCC(C(=O)NC3CCCCC3)C2)cc1 (stereo unspecified)	-9	-6	-0.1	-1.2
CC1CC(C)CN(C(=O)c2c[nH]c3ccc(S(=O)(=O)N4CCCCC4c4cccnc4)cc3c2=O)C1 (stereo unspecified)	0	-12	0.1	2.6
COc1ccc(-c2csc(NC(=O)c3cccc4ccccc34)n2)cc1OC	0	-2	0.0	0.2
CCS(=O)(=O)N(Cc1cccs1)Cc1cccn1C	5	1	-0.3	3.2

Additional results:
SMILES	TEAD-YAP block	MITF inh	FBW7 activator	GPR151 ag
Cc1ccc(C2C3=C(Nc4ncnn42)c2cc(Cl)ccc2OC3c2cccs2)cc1 (stereo unspecified)	-4	12	0.2	0.0
O=C(COc1c(CO)cc(Br)cc1CO)NC1CCCc2ccccc21 (stereo unspecified)	4	8	0.1	0.3
Cc1ccc(C)c(Cn2nnc3c(=O)[nH]c(C4CCNCC4)nc32)c1	4	12	-0.1	0.1
O=C(CSc1nnc2c(n1)[nH]c1ccccc12)Nc1cccc([N+](=O)[O-])c1	-16	0	0.0	-1.6
N#Cc1c(NC(=O)CSc2nc3ccccc3o2)sc2c1CCCC2	2	-8	-0.1	0.2
CC(=O)Nc1ccc(-c2nnc3n(Cc4ccccc4)c(=O)c4ccccc4n23)cc1	-4	-9	0.0	0.8
O=C1OC2(CCCC2)OC(=O)C1=Cc1ccc(-c2ccc([N+](=O)[O-])cc2)o1	-1	17	-0.1	-0.6
Cc1nc(N(C)c2ccc(C(C)C)cc2)c2c(C)c(C(=O)Nc3ccc(F)cc3F)sc2n1	-2	-12	0.0	-1.0
CCN(C(=O)CSc1nc2ccccc2c(=O)n1CCc1ccc(OC)c(OC)c1)c1cccc(C)c1	-2	-6	-0.1	0.4
